# Mito fusion act: inhibitors of mitochondrial division or activators of mitochondrial fusion | Potency, µM (series often up to 46.1 µM), inactives show at the top dose growth rescue (activation), usual class: activators | actives 0.23% (n = 320,000) | S. cerevisiae fusion-defective mutant growth rescue, CellTiterGlo 48 h | AID 485298;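 further: potency means the concentration at half of the fitted maximal effect; % of control where 0% means no effect; nearly all actives have a fitted effect of over 45% in size; temperature-sensitive fusion mutants such as fzo1-1 at 37 °C on non-fermentable ethanol glycerol medium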
#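 Luminescent cell viability in 1536-well qHTS format served as the measure of rescued growth in ts fusion-mutant S. cerevisiae cultured on non-fermentable YPEG for 48 hours at 37C.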
# Chronic BCR inh: blocks chronic active B-cell receptor signaling; ABC-DLBCL IkBa-CBG/CBR reporter, luminescence ratio, 4 h; Potency, µM (highest dose often 46.1 µM), for inactives: top-dose ratio change, negative = lower green/red ratio, actives largely listed as inhibitors; actives 0.05% (n = 340,000); AID 493014; active means well fitted inhibition curve with a large enough effect in the signal ratio, with a control signal flat, not every such curve was filed as active; inconclusive means small, poorly fitted or top-dose-only effect, or effect the other way, or a change in a side signal; the % refers to the signal ratio;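 further: potency means the concentration at half of the fitted maximal effect; plate controls were basal doxycycline-induced cells for no effect and cells given 10 µM MG132 for full effect; MG132 reads +100%, hits lower the ratio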
#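 TMD8 ABC-DLBCL cells carrying doxycycline-inducible green luciferase fused to IkappaBalpha plus unfused red luciferase were exposed to compounds (up to 46 uM) for 4 hrs at 37C. Activity came from the overlap-corrected green/red luminescence ratio.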
# Menin-MLL TR inh: displaces Texas Red mutant MLL peptide from human menin; Menin + Texas Red MLL mutant peptide, fluorescence polarization; Potency, µM (series often up to 61.6 µM), for the others: top-dose FP activity change, negative = inhibition, hits mostly inhibitors; actives 0.23% (n = 270,000); AID 1768; active means well fitted inhibition curve with a large enough effect in the polarisation, with a control signal flat, not every such curve was filed as active; inconclusive means small, poorly fitted or top-dose-only effect, or effect the other way, or a change in a side signal; inactive means no such curve, though single readings can be large or run the other way; the % refers to the polarisation; further: potency means the concentration at half of the fitted maximal effect; % of control where 0% means no effect; many of its hits are not listed in these tables
# Target sequence (O00255 whole entry, looked up): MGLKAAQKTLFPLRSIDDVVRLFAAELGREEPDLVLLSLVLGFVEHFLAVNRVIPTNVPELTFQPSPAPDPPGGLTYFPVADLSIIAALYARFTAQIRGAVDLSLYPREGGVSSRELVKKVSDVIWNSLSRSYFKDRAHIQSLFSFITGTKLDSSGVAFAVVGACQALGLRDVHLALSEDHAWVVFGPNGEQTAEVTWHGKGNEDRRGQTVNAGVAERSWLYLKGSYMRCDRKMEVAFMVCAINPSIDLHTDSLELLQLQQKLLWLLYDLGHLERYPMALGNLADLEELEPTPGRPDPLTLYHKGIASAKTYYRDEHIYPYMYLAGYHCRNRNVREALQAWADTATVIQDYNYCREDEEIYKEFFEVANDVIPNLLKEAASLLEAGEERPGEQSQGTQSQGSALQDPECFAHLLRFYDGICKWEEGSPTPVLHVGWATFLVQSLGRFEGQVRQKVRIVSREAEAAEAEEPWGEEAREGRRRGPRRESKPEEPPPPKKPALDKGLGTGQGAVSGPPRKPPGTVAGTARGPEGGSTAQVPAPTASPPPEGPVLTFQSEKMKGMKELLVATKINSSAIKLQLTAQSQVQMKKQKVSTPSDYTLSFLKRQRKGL
# MBNL1 CUG block: blocks human MBNL1 binding to CUG repeat RNA; Potency, µM (highest dose often 57.5 µM), inactives show at the top dose activity change, negative = inhibition, actives largely listed as inhibitors; TR-FRET MBNL1-His/biotin-(CUG)12 binding, 665/545 ratio; AID 2675; actives 0.036% (n = 280,000); Q9NR56; active means well fitted inhibition curve with a large enough effect in the signal ratio, with a control signal flat, not every such curve was filed as active; inconclusive means small, poorly fitted or top-dose-only effect, or effect the other way, or a change in a side signal; inactive means no such curve, though single readings can be large or run the other way; the % refers to the signal ratio; further: potency means the concentration at half of the fitted maximal effect; on the % scale 0 is the no-effect control and ±100 the full control effect
# Target sequence (Q9NR56 whole entry, looked up): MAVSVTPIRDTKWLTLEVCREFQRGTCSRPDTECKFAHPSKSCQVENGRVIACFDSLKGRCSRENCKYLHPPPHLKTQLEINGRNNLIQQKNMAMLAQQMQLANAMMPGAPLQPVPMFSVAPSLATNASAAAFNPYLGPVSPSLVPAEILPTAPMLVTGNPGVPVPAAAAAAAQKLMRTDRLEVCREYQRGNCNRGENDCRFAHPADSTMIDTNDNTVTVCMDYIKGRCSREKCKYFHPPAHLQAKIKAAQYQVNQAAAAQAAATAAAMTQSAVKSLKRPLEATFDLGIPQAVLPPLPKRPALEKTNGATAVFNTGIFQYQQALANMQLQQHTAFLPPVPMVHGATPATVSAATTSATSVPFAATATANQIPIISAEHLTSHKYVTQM
#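 MBNL1-His + Biotin-(CUG)12, cpd titration 92 nM–58 uM; Tb anti-His Ab 0.055 ng/ul, SA-XL665 5 nM (final); 60 min RT; ratiometric 665/545 nm, Ex 340 nm; normalized to buffer and full-complex controls.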
# Eya2 phos inh: blocks the phosphatase activity of human Eya2. O00167. recombinant Eya2, OMFP fluorescence dephosphorylation (OMFP is methylfluorescein phosphate). Potency, µM (titrated, usually from 76.9 µM), for the others: top-dose activity, negative = inhibition, most hits filed as inhibitors. actives 0.006% (n = 330,000). AID 488837; further: potency means the concentration at half of the fitted maximal effect; on the % scale 0 is the no-effect control and ±100 the full control effect
#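 Eya2 (0.2 uM) preincubated 10 min at ambient with compound, then OMFP substrate added at 50 uM; 10 min reaction in 50 mM HEPES pH 7.5, 50 mM NaCl, 5 uM MgCl2, 0.05% BSA, 1 mM DTT. Fluorescence read at Ex 485/Em 525 nm.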
# hERG WT inh: blocks the wildtype human KCNH2 potassium channel; U2OS, BacMam KCNH2, thallium flux FluxOr; stronger effect = lower value; Q12809; actives 0.37% (n = 340,000); activity change, % at 1.84 µM; AID 720551;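 active means maximum activity change below -70%; inconclusive means maximum activity change between -70% and -50%; inactive means maximum activity change above -50%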; further: on the % scale 0 is the no-effect control and ±100 the full control effect
#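 U2OS cells were transduced with wild-type KCNH2 virus (2.03 x 10^8 / mL) for 4 h at room temperature, then cultured overnight at 37 C. Thallium flux was read with FluxOr dye. Rate constants were normalized to DMSO controls.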
# TSHR antagonist: blocks TSH signaling through the human TSH receptor; P16473; TSHR-expressing cells, TSH-stimulated cAMP HTRF, 2 h; stronger effect = lower value; activity change, negative = inhibition, % at 11.5 µM; actives 0.2% (n = 330,000);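 active means activity change below a set negative limit, meaning inhibition stronger than a set level, cut at about -70% in these data; inconclusive means activity change between two set negative limits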; further: on the % scale 0 is the no-effect control and ±100 the full control effect
#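 TSHR-expressing cells were treated with compounds, then stimulated with TSH at EC80 (4nM final) for 2 hours at 37 deg C. Cellular cAMP was measured by HTRF competition between lysate cAMP and cAMP-d2 for a cryptate-labelled anti-cAMP antibody.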
# PKM2 act: increases activity of human pyruvate kinase M2. P14618. purified PKM2, Kinase-Glo ATP luminescence, activation; response scale: 0% is enzyme alone, no compound. Potency, µM (doses to about 57.5 µM), without a hit: at the top dose activation, most hits filed as activators. actives 0.34% (n = 260,000); further: potency means the concentration at half of the fitted maximal effect; on the % scale 0 is the no-effect control and ±100 the full control effect; nearly all actives have a fitted effect of over 55% in size
#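 hPK-M2, >95% pure; 0.1 mM ADP / 0.5 mM PEP final; imidazole pH7.2 buffer w/ 7 mM MgCl2, 50 mM KCl; 1 h RT; Kinase-Glo lum. Intermediate enzyme activity for dual inhibitor/activator qHTS.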
# S-ASM inh: inhibitors of human secretory acid sphingomyelinase | P17405 | placental ASM, HMU-PC fluorogenic substrate, 60 min | Potency, µM (titrated, usually from 57.5 µM), for inactives: at the highest dose activity change, negative = inhibition, most hits filed as inhibitors | actives 0.006% (n = 340,000); further: potency means the concentration at half of the fitted maximal effect
#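 Human placenta-derived ASM enzyme was preincubated with compound for 10 minutes at room temperature, then given fluorogenic substrate HMU-PC0 (9 uM final) for 60 minutes at 37 °C; a pH 10 stop preceded fluorescence reading at Ex 386/Em 447 nm.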
# USP2a inh: blocks human ubiquitin-specific protease USP2a | O75604 | USP2 core, Ub-CHOP2 coupled fluorogenic reporter, 485/531 | Potency, µM (titrated, usually from 38.3 µM), for inactives: top-dose activity change, negative = inhibition, usual class: inhibitors | actives 0.01% (n = 330,000);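 further: potency means the concentration at half of the fitted maximal effect; plate controls were DMSO wells for no effect and full inhibition by NEM control for full effect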
#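 USP2 core (10nM final) preincubated 30min RT with compound in 20mM Tris-HCl pH 8.0, 2mM CaCl2, 2mM beta-mercaptoethanol, 0.05% CHAPS; 25nM Ub-CHOP2 plus 25nM reporter substrate added, fluorescence (Ex485/Em531) read after 60min.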
# GALK inhibitor: blocks human galactokinase activity | P51570 | Purified GALK, Kinase-Glo residual ATP luminescence | actives 0.007% (n = 270,000) | Potency, µM (doses to about 57.5 µM), for the others: at the top dose activity change, negative = inhibition, most hits filed as inhibitors | AID 1868; further: potency means the concentration at half of the fitted maximal effect; on the % scale 0 is the no-effect control and ±100 the full control effect
#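 Kinase-Glo Plus luminescence measured ATP left after a 1 h room-temperature reaction. The reaction used 5 nM GALK, 100 uM galactose and 35 uM ATP at pH 8.0 (20 mM HEPES, 5 mM MgCl2, 60 mM NaCl, 1 mM DTT, 0.01% BSA).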
# * hit, by the source's call; ? = inconclusive; / = no result given; & = joins results of further samples; [ ] = dose if it differs, or a comment. Unless noted, the call rests on the fitted dose curve; in most records, active means well fitted curve in the direction sought with a large enough effect; inconclusive means small, poorly fitted or top-dose-only effect, or another doubt; inactive means no such curve, though single readings can be large; an effect the other way counts as inactive or inconclusive. Only part of the results is shown; rates above refer to the full screens.
SMILES,Mito fusion act,Chronic BCR inh,Menin-MLL TR inh,MBNL1 CUG block,Eya2 phos inh,hERG WT inh,TSHR antagonist,PKM2 act,S-ASM inh,USP2a inh,GALK inhibitor
CC1(C)CC2=C(CO1)C(=S)NC(c1ccccc1)N2CC1CCCO1 (stereo unspecified),-4%,4%,/,10%,6%,-7,-1,-2%,52%[activator],3%,-3%
O=C(NCCCCCCNC(=O)NCc1ccco1)NCc1ccco1,-2%,1%,/,-1%,1%,/,-10,2%,/,2%,-2%
Cc1ccc2c(c1)N(CCC(=O)NCCCN1CCCC1)C(=O)C(C)O2 (stereo unspecified),15%,-2%,?,-3%,3%,-3,32,-2%,2%,-5%,-1%
Cc1nc2ccccn2c1C(=O)NC1CCCc2ccccc21 (stereo unspecified),22%,-4%,-6%,4%,1%,1,-26,-1%,-5%,1%,-1%
O=C(CCCC(=O)OCC(=O)NC1CCCC1)Nc1ccccn1,-1%,7%,0%,-13%,7%,-11,2,2%,-1%,1%,-4%
COc1cc(NS(=O)(=O)c2c(C)[nH]c(C)c2C(=O)N2CCCCC2)cc(OC)c1OC,2%,4%,5%,-4%,7%,3,10,/,-2%,2%,7%
Cc1cc(C)c(S(=O)(=O)NCc2cn3ccccc3n2)c(C)c1,-3%,-4%,/,0%,11%,-3,-9,/,-3%,-1%,2%
COc1ccc(/C(O)=C2\C(=O)C(=O)N(CCN(C)C)C2c2cccc(OC)c2OC)cc1Cl (stereo unspecified),-1%,0%,-2%,?,2%,-5,18,4%,1%,0%,2%
NCCNc1ccc([N+](=O)[O-])c(Sc2nc3ccccc3[nH]2)c1,-7%,-2%,5%,?,-4%,8,1,2%,-10%,4%,/
O=C(NCC(=O)N(c1cccnc1)C(C(=O)NC1CCCC1)c1ccccc1)c1ccco1 (stereo unspecified),11%,?,3%,-5%,-15%,8,1,2%,1%,0%,-1%
COc1ccc(CC(=O)NNC(=O)CCc2ccccc2)cc1,-6%,-2%,18%,-12%,9%,2,-8,-1%,0%,8%,1%
Cc1ccc(C(=O)N2CCN(c3cc(=O)[nH]nc3-c3ccccc3)CC2)cc1,0%,-6%,/,-7%,9%,-5,-2,-5%,-1%,1%,-4%
Cc1cc(C)n2nc(SCc3ccccc3C(=O)O)nc2n1,-15%,2%,-15%,-7%,8%,-144*,0,/,-4%,3%,1%
O=C1CSC(c2ccccc2F)N1 (stereo unspecified),0%,?,/,-8%,0%,-1,25,-7%,-2%,-6%,2%
CCC(C(=O)Nc1cccc(OC)c1)n1nc(C)c2c(C)n(-c3ccccc3)nc2c1=O (stereo unspecified),-7%,-3%,/,-4%,-3%,-6,-3,/,4%,3%,3%
CCOc1ccc(C(=O)N2CCN(c3ccccc3)CC2)cc1OCC,3%,1%,-5%,-6%,8%,10,24,0%,-1%,-1%,2%
CNC(=O)c1nc(C)n(-c2cc(Cl)ccc2Cl)n1,2%,1%,3%,-5%,13%,-14,24,-3%,3%,-6%,-1%
COc1cc(C(=O)NC(C)Cc2ccccn2)ccc1OC1CCN(C(C)=O)CC1 (stereo unspecified),2%,-2%,-6%,2%,-15%,1,9,5%,-2%,-2%,/
C/C=C/c1ccc(OCC(O)CNCCc2ccc(OC)cc2)c(OC)c1 (stereo unspecified),-27%,-9%,?,-7%,-5%,3,-1,/,-5%,0%,4%
C/C(=N\NC(=O)Cc1ccc(O)cc1)c1cccnc1,0%,-9%,14%,-4%,0%,1,37,-1%,4%,-1%,-7%
CCCCN(CCCNC(=O)Cn1nc(CC)n2c(cc3sc(C)cc32)c1=O)Cc1ccccc1,3%,0%,-23%,3%,-3%,30,1,-1%[0.46 µM],?,1%,0%
COc1ccc(-n2c(COc3ccc(C)cc3)nnc2SCC(=O)O)cc1,4%,9%,1%,-14%,9%,-2,36,-3%[11.5 µM],6%,1%,3%
COc1ccc(-n2nc(C(=O)Nc3cc(OC)c(OC)c(OC)c3)c3ccccc3c2=O)c(OC)c1,13%,?,0%,-4%,-19%,4,5,0%,-11%,5%,-2%
CCOC(=O)N1CCN(C(=O)COc2ccc(Br)cc2Cl)CC1,-6%,-16%,2%,-2%,-5%,-19,-21,7%,-1%,0%,2%
CCOC(=O)C(NC(=O)c1ccccc1)(OCc1ccccc1)C(F)(F)F (stereo unspecified),1%,-8%,-14%,-23%,5%,-1,-5,-2%,4%,3%,2%
CCC(C)(C)NC(=O)C(NS(=O)(=O)c1cccs1)c1ccccc1 (stereo unspecified),-3%,1%,6%,0%,3%,-4,-2,/,1%,0%,3%
CCCCn1c(N)c(N(CC)C(=O)c2ccc(N(C)S(=O)(=O)c3ccc(C)cc3)cc2)c(=O)[nH]c1=O,-7%,?,/,/,15%,0,-7,/,4%,2%,/
COc1ccc(CNC(=O)CSc2nnnn2C)cc1OC,-3%,-4%,7%,-8%,12%,-4,17,-10%,3%,1%,9%
CCc1nc2ccc(C)cc2c(C(=O)NC2CCCCC2C)c1C (stereo unspecified),1%,-5%,-14%,-4%,3%,1,14,0%,-6%,2%,0%
O=c1[nH]ncc2c3ccccc3n(Cc3ccccc3)c12,-3%,?,/,-2%,-16%,14,9,-1%,-16%,2%,-4%
C=CCc1c(C)nn(CC(=O)O)c1-c1ccccc1,-1%,5%,-2%,13%,1%,-6,-8,0%,3%,-1%,1%
CCc1nnc(NC(=O)CCN2C(=O)CCC2=O)s1,-1%,?,3%,-4%,15%,-15,8,-4%,0%,1%,6%
O=C(NC1CCCCC1)C1CCC(=O)N(Cc2cccc(C(F)(F)F)c2)C1 (stereo unspecified),-1%,2%,0%,-1%,3%,-23,3,-2%,1%,1%,-2%
Cc1ccccc1NC(=S)N1CCN(c2ccccc2Cl)CC1,-2%,-14%,17%,-6%,9%,-1,-1,-6%,4%,-1%,0%
CC(=O)Nc1ccc(C(=O)CN2C(=O)NC3(CCCCCC3)C2=O)c(F)c1,/,-2%,/,/,1%,-7,4,/,0%,1%,/
COCCNC(=O)CCn1nc(-c2ccc(Cl)cc2)c2ccccc2c1=O,9%,0%,-7%,3%,5%,12,-1,/,2%,1%,-2%
O=C(c1ccccc1F)N1CCN(Cc2cccc(Cl)c2)CC1,1%,1%,-21%,?,-13%,-1,-6,-21%,4%,2%,-1%
COC(=O)c1sccc1NC(=O)Nc1cc(C)cc(C)c1,1%,?,/,-3%,-7%,6,-15,-21%,-7%,3%,5%
CCOC(=O)C1CCCCN1Cc1cccc(OCc2ccccc2)c1 (stereo unspecified),-5%,0%,-24%,-4%,-8%,-3,-4,1%[11.5 µM],-1%,-1%,6%
COc1cccc([C@@H]2Oc3ccc(OC)cc3C(=O)[C@H]2OC(=O)N[C@H](C)C2CCCCC2)c1,5%,-1%,-12%&-9%,0%,-9%,/,-9,-3%,/,4%,/
C/C(=N\NC(=O)c1cccc(S(=O)(=O)N2CCCC2)c1)c1ccccc1F,-3%,0%,/,/,-3%,-6,1,/,-1%,0%,/
Cc1cc(C(=O)CSc2ncn[nH]2)c(C)n1-c1cccc(S(=O)(=O)N2CCOCC2)c1,-1%,-1%,-10%,/,-6%,-6,0,-3%,-1%,2%,-2%
O=C(Nc1cccnc1)Nc1cccc([N+](=O)[O-])c1,-3%,-1%,41%[activator],?,2%,-3,-15,-3%,0%,0%,1%
CC(C)CNC(=O)COc1cccc(C(=O)NCc2ccccc2)c1,6%,-5%,6%,?,1%,-8,9,-10%,1%,1%,-2%
